HTR5A inv ctr: inverse agonist of human HTR5A in OPRM1-OPRD1 counter-screen | P47898 | HTR5A cell line, luminescence, inverse agonism | inhibition, % at 9.3 µM | 340,000 compounds, 0.083% hits | AID 504634; in the data active = inhibition mostly above about 23%, no sharp cut-off; inactive = mostly below about 18%;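 note: 0% = cells with DMSO and 100% = no-cell wells with DMSO; some compounds called inactive have numbers as strong as hits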
Target sequence (P47898 whole entry, looked up): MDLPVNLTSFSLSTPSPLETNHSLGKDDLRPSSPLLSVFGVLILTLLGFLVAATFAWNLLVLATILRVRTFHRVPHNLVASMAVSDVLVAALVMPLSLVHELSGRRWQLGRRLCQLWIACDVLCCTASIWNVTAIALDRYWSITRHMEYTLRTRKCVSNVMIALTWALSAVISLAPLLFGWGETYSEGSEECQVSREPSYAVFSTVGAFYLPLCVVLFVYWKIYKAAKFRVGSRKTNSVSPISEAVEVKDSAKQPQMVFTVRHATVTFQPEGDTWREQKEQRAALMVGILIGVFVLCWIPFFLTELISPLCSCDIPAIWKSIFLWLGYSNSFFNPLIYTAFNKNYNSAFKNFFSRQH
phage Ecoli inh: E. coli growth loss with phage present; growth absorbance; inhibition, % at 11.9 µM; 360,000 compounds, 0.26% hits; in the data active = inhibition above about 11%
Ecoli viability: counter-screen for AddAB inhibitors: E. coli growth inhibition | inhibition, % at 11.9 µM | 330,000 compounds, 0.27% hits | E. coli V3065 growth, OD600 absorbance, 18 h;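 active = inhibition above the campaign's mean inhibition across all tested compounds plus 3 SD, cut at about 9.9% in these data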;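 note: uninfected addAB+ strain grown without phage in ampicillin broth; 0% = DMSO wells and 100% = ciprofloxacin 0.95 µg/ml wells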
OPRM1-OPRD1 ag: OPRM1-OPRD1 heterodimerization agonism; P35372+P41143; cells, luminescence; activation, % at 9.3 µM; 340,000 compounds, 0.3% hits; AID 504326; in the data active = activation above about 18%;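 note: 0% = vehicle-treated cells and 100% = reference agonist; values of inactives mirror those of a sister screen read the other way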
Tat transport: blocks Tat-dependent protein export in E. coli | 340,000 compounds, 0.036% hits | inhibition, % at 10 µM | E. coli MC4100 TorA-mCherry Tat export, fluorescence;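 active = mean replicate inhibition at least 50% and at least half of replicates individually reaching 50%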;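 note: exported cargo escapes ClpAP degradation while cytoplasmic cargo is degraded and loses fluorescence; 0% = median of neutral control wells and 100% = median of NaSCN control wells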
OPRM1-OPRD1 inv: inverse agonist of human OPRM1-OPRD1 heterodimerization; P35372+P41143; inhibition, % at 9.3 µM; cell-based MOR-DOR heterodimer luminescence, inverse agonism; 340,000 compounds, 0.21% hits; in the data active = inhibition above about 22%, passing the limit was not always enough;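 note: 0% = cells with DMSO and 100% = wells without cells with DMSO; values of inactives mirror those of a sister screen read the other way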
PfHsp90 yeast 2: growth inhibition of yeast expressing Plasmodium Hsp90. S. cerevisiae expressing PfHsp90, BacTiter-Glo ATP, 48 h; yeast lacking PDR1 and PDR3 efflux regulators. inhibition, % at 9.4 µM. 310,000 compounds, 0.32% hits. AID 504621;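 active = every replicate shows inhibition above about 80%, whatever the replicate mean, limit read from the data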;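 note: 0% = DMSO neutral controls and 100% = 20 µM radicicol positive controls; yeast relying on Plasmodium falciparum Hsp90 in place of its own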
PKA-R1A activ: activators of PKA-R1A complex; 340,000 compounds, 0.083% hits; P00514+P68181; activation, % at 11.4 µM; AID 504707; PKA-R1A dissociation, Cy5-IP20 fluorescence polarization; scaled: DMSO 0%, 113 µM cGMP 100%;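 active = percent activation above the mean of all tested compounds plus 3 SD, cut at about 19% in these data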;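 note: higher means more PKAc released from R1A so a rise in polarization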
Mot1-301 SUMO: blocks SUMOylation pathway, rescuing yeast Mot1-301 growth | S. cerevisiae Mot1-301 growth rescue, ATP luminescence, 38.5C; percent above DMSO median, 100 means doubled | growth rescue, % at 18.8 µM | 320,000 compounds, 1% hits;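 active = every valid replicate shows activation above 250% relative to neutral control wells; inactive = the rest, any valid replicate at or below 250%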;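 note: OY570 slx delta 5 strain wells were the positive control but not used for scaling; some compounds called inactive have numbers as strong as hits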
PKA-R2B act: PKA-R2B complex activation | P22694+P31323 | PKA-R2B holoenzyme dissociation, Cy5-IP20 fluorescence polarization; R2B truncated from residue 108, S112A mutant; 0% DMSO only, 100% 113 µM cGMP | activation, % at 11.4 µM | 340,000 compounds, 0.079% hits | AID 504700;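 active = activation above a cutoff set at the mean over all compounds plus 3 SD, cut at about 18% in these data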;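 note: higher means more holoenzyme dissociation and a rise in polarization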
Target sequence (P31323 whole entry, looked up, other chains not shown, the tested form may be a part): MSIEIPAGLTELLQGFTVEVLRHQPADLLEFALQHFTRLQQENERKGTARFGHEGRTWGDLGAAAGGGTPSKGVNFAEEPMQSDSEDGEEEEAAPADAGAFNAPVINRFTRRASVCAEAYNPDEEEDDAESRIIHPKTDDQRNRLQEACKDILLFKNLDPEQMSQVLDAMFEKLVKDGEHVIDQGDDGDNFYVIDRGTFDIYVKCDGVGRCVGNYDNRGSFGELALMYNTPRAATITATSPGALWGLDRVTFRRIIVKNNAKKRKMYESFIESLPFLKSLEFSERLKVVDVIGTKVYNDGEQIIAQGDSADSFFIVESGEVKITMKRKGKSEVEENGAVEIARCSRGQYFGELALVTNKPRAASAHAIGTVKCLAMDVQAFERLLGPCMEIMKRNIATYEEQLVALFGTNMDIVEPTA
AddAB inh: less growth of phage-infected E. coli with AddAB; E. coli expressing H. pylori AddAB, absorbance growth; inhibition, % at 11.9 µM; 330,000 compounds, 0.29% hits; AID 435030; in the data active = inhibition above about 12%;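 note: 0% = vehicle wells of infected cells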
Numbers without * were called inactive; . = not tested or not shown; & = joins results of further samples. Hits appear at their usual frequency, and some 2.2% of all compounds hit somewhere here.

entry	molecule	HTR5A inv ctr	phage Ecoli inh	Ecoli viability	OPRM1-OPRD1 ag	Tat transport	OPRM1-OPRD1 inv
1	COc1ccc(S(=O)(=O)N2CCC(C(=O)NC3CCCC3)CC2)cc1C	-3	1.5	1.4	-1.6	-5	10
2	COc1ccc(/C=N/NC(=O)c2ccc(N3CCCC3=O)cc2)cc1	-10	-0.6	-1.4	1.4	5	-9
3	O=C(CSc1nnc(NC(=O)c2cccc(F)c2)s1)NCc1ccco1	12	0.7	0.1	-2.7	-1	14
4	CCOC(=O)c1cnc(Nc2ccc(OCC)cc2)nc1C	-7	-1.4	-2.2	4.4	-1	-27
5	COc1ccc(O)c(C=NCC(C)N=Cc2cc(OC)ccc2O)c1 (stereo unspecified)	0	1.2	-2.6	-0.5	1	3
6	C/C(=N/NC(=O)c1ccc(Br)s1)c1ccncc1	2	1.7	3.0	1.4	-10	-6
7	CC1(C)CC(=O)C2=C(C1)NC(Nc1nc3ccccc3o1)=NC21CCCC1	-21	3.4	-0.8	-3.7	-7	20
8	Cc1nn(Cc2noc(C(=O)NC3CCC(C)CC3)n2)c(C)c1Br (stereo unspecified)	-13	3.5	0.1	0.6	-1	-3
9	Cc1ccc(S(=O)(=O)N[C@H](C(=O)N2CCC(C(=O)N[C@@H](CC(=O)O)C(=O)O)CC2)C(C)C)cc1	1	1.1	-2.3	-1.7	-7	8
10	COc1ccc(CN=Cc2[nH]c3ccc(Br)c(Cl)c3c2O)cc1	7	-0.4	-1.5	5.1	-2	-27
11	NC(=Nc1ccc(Br)cc1)c1ccccc1	-10	-0.1	0.9	0.5	0	-3
12	Cc1ccc(S(=O)(=O)NC2(C(=O)O)CCCCC2)cc1	-15	2.4	1.4	-1.3	-5	7
13	Nn1cnnc1N/N=C/c1cc(Br)cc(Br)c1O	1	6.2	5.1	8.8	-7	-50
14	C=CCSc1nc2nc(C)cc(C)n2n1	-26	1.4	2.1	-2.9	-3	15
15	COc1ccc(C2=NN(C(=O)c3ccccc3C(=O)O)C(c3ccccc3O)C2)cc1 (stereo unspecified)	-37	-2.7	-8.5	0.0	6	0

entry	PfHsp90 yeast 2	PKA-R1A activ	Mot1-301 SUMO	PKA-R2B act	AddAB inh
1	10	-2	8	-3	3.2
2	-10	3	-15	-2	5.5
3	14	7	7	2	4.3
4	-83	10	-12	10	-2.4
5	-6	-2	21	-6	-0.2
6	-6	-5	-1	2	-2.1
7	9	-13	366	-9	0.9
8	-29	1	-7	10	3.1
9	-9	-7	1	-5	2.0
10	10	8	36	2	-1.1
11	-4	-3	-14	4	1.0
12	.	-4	-18	-3	-0.7
13	-50	-7	-29	-1	11
14	-2	5	10	-4	5.0
15	-10	-12	-1	6	-1.9

Further entries
entry	molecule	HTR5A inv ctr	phage Ecoli inh	Ecoli viability	OPRM1-OPRD1 ag	Tat transport	OPRM1-OPRD1 inv
16	O=C1Cc2ccccc2C(=O)N1c1ccccc1	-4	-0.1	0.6	-0.3	-15	1
17	Cc1ccc2[nH]c(=O)c(CN(CC3CCCO3)C(=O)c3cccs3)cc2c1 (stereo unspecified)	1	0.9	-2.7	1.2	-1	-9
18	CC(c1ccccc1)N1C(=O)c2ccc(C(=O)Nc3ccc(Br)cc3C(=O)O)cc2C1=O (stereo unspecified)	13	-1.3	-1.0	-2.4	3	8
19	O=C(NNS(=O)(=O)c1ccc([N+](=O)[O-])cc1)C1CCCCC1	-15	-0.9	0.4	-2.1	0	11
20	O=C(CN1CCN(c2cccc(Cl)c2)CC1)N1CCCC1	-49	1.8	-0.6	-1.4	10	8
21	O=C(NC(CO)(CO)CO)c1coc(=O)c(Br)c1	-15	3.0	-1.7	-1.6	-3	8
22	O=C(C1=C(O)C(=O)N(CC2CCCO2)C1c1ccc(Cl)cc1)c1ccco1 (stereo unspecified)	-4	1.9	-2.1	-1.6	-1	9
23	O=C(Nc1ccccc1)NC1CC2CCC(C1)N2Cc1nnnn1Cc1ccc2c(c1)OCO2 (stereo unspecified)	2	3.2	0.0	-0.4	14	3
24	O=C(NC(=S)Nc1cccc(Cl)c1N1CCCCC1)c1ccco1	2	.	-0.1	-1.6	-6	8
25	N/C(=N\OC(=O)c1ccco1)c1ccc(Br)cc1	-5	1.2	1.2	0.7	-3	-4
26	CCc1nc2ccc(C(=O)N(CC)CC(=O)Nc3c(F)cccc3F)cc2nc1CC	-9	2.1	-1.3	1.8	-4	-7
27	CCOC(=O)C1CCN(S(=O)(=O)c2ccc(CNC(=O)c3ccccc3)s2)CC1	-10	4.4	-2.4	0.0	-2	0
28	Cc1cc(C)cc(-n2nnc(C(=O)NCc3ccc4c(c3)OCO4)c2N)c1	15	4.6	-1.4	-0.5	2	3
29	COc1cc(CNn2c(C)n[nH]c2=S)cc(Cl)c1OCc1ccccc1	20	1.5	-1.6	6.0	2	-35
30	C=CCN(C(=O)c1ccc2c(c1)nnn2C)c1ccccc1	-15	3.5	0.9	-2.3	-9	15

entry	PfHsp90 yeast 2	PKA-R1A activ	Mot1-301 SUMO	PKA-R2B act	AddAB inh
16	4	0	-11	0	2.6
17	-10	-12	377	-9	1.2
18	-2	-1	236	-9	3.7
19	3	-9	12	-13	0.3
20	15	-8	-1	-9	1.2
21	-1	-6	-1	-11	-2.1
22	41	4	166	-6	0.9
23	69	-15	-13	-9	-0.2
24	-7	6	0	-3	0.9
25	-27	-2	107	3	2.8
26	-1	10	-5	8	-0.2
27	3	-3	-15	1	1.2
28	8	-2	16	-10	2.0
29	-17	-2	279	-6	-1.1
30	-5	-3	304	0	3.1

(listing goes on)
entry	molecule	HTR5A inv ctr	phage Ecoli inh	Ecoli viability	OPRM1-OPRD1 ag	Tat transport	OPRM1-OPRD1 inv
31	O=C(CC(=O)NCc1ccccc1)NCc1ccccc1	8	1.0	-1.3	0.6	3	-4
32	C#CCn1c(=NC(=O)CN2C(=O)CCC2=O)sc2cccc(C)c21	-30	3.5	1.6	-1.6	-7	9
33	CNC(=S)N1CCC(NC(=O)C(Cc2ccccc2)NC(C)=O)CC1 (stereo unspecified)	-7	3.9	1.1	0.6	7	-3
34	O=C(COC(=O)C1CC(=O)N(Cc2ccco2)C1)Nc1nc(-c2ccc(F)cc2)cs1 (stereo unspecified)	-4	2.2	-0.7	0.9	10	-4
35	CCOc1ccccc1OCC(=O)Nc1ccc(S(=O)(=O)Nc2ncccn2)cc1	5	1.2	0.1	-1.4	-10	8
36	O=C(c1ccccn1)N(Cc1ccco1)C1(C(=O)NC2CCCCC2)CCCCC1	-19	1.1	0.0	1.2	3	-7
37	Cc1cccc(-c2cc(C(=O)Nc3ccncc3)c3ccccc3n2)c1	-43	-0.8	.	21*	7	-118
38	Cc1ccc2[nH]c3nc(SCC#N)nnc3c2c1	-5	2.0	2.7	-0.4	-9	2
39	O=C(O)C1CCC(=O)N(C2CC2)C1c1ccccc1 (stereo unspecified)	1	0.5	-0.2	-1.9	4	11
40	CC(=O)c1ccc2noc(-c3cccc(C)c3)c2c1	2	4.9	1.6	1.6	9	-9
41	CCOc1cc(/C=N/O)cc(Br)c1OCC	-27	0.1	-0.6	3.2	1	-20
42	COc1ccc(-n2c(COc3cccc4cccnc34)nnc2SCC(=O)O)cc1	0	3.8	0.6	-4.6	4	21
43	CN(C)S(=O)(=O)c1cccc(C(=O)NCCCn2ccnc2)c1	-10	0.3	2.5	0.1	3	0
44	O=C(Oc1cccc(C(=S)N2CCOCC2)c1)c1cccc([N+](=O)[O-])c1	2	4.6	-0.9	-3.5	3	16
45	COC(=O)c1ccccc1NC(=O)CSc1nc(N)cc(N)n1	-9	2.2	0.1	-2.7	-6	14

entry	PfHsp90 yeast 2	PKA-R1A activ	Mot1-301 SUMO	PKA-R2B act	AddAB inh
31	12	1	-7	-2	0.9
32	16	-12	-8	-5	3.2
33	20	11	0	0	1.9
34	14	-2	18	-12	1.0
35	-11	-1	-3	2	1.3
36	.	2	483	5	1.1
37	-8	-9	.	-6	.
38	-5	-15	-10	-1	0.1
39	-4	4	.	-7	0.5
40	13	-17	7	5	3.0
41	-138	6	12	2	-0.2
42	2	-6	.	-4	0.5
43	-9	-13	1	-7	2.0
44	5	-6	-14	-3	1.9
45	8	-7	-3	-8	-0.6

Continuation:
entry	molecule	HTR5A inv ctr	phage Ecoli inh	Ecoli viability	OPRM1-OPRD1 ag	Tat transport	OPRM1-OPRD1 inv
46	COCCn1cc(C(=O)N2CCN(C)CC2)c2c3ccccc3n(C)c2c1=O	-34	0.8	1.6	-0.9	-2	5
47	CC(C)(C)NC(=O)/C(=C\c1ccccc1F)NC(=O)c1ccc([N+](=O)[O-])cc1	-11	2.6	-0.2	0.9	0	-7
48	CCCCCOC(=O)C1=C(C)NC(=O)NC1c1ccc2c(c1)OCO2 (stereo unspecified)	-11	2.4	-3.1	-1.6	5	9
49	O=C(NC(=S)Nc1ccc2c(c1)OCCO2)c1ccc(F)cc1Cl	15	5.4	-0.3	-1.6	-6	11
50	CC1(C)CC(=O)C2=C(C1)OC(N)=C(C#N)C21C(=O)N2CCCc3cccc1c32 (stereo unspecified)	12	1.7	-0.1	-1.1	6	6
51	O=S(=O)(c1ccc(F)cc1)N1CCN(CC(O)COCc2cccs2)CC1 (stereo unspecified)	7	1.1	-2.2	-2.3	-1	13
52	CC(C)c1ccc(-c2c(C#N)c(N)nc3c2CCCCC3)cc1	-50	1.5	-0.9	2.0	0	-12
53	Cc1cc(-c2cn3ccccc3n2)c(C)n1-c1ccccc1	8	2.1	-0.3	5.8	6	-30
54	O=c1c2ccccc2ncn1-c1ccc(Cl)cc1	-20	1.9&1.8	1.1&2.0	-2.0	5	11

entry	PfHsp90 yeast 2	PKA-R1A activ	Mot1-301 SUMO	PKA-R2B act	AddAB inh
46	-19	0	-22	-4	2.3
47	2	0	-2	0	3.5
48	12	-8	153	-7	3.2
49	10	-5	14	-3	-1.8
50	-1	-2	15	-7	-2.9
51	.	-10	20	2	0.8
52	-7	-10	-34	-5	-0.2
53	23	-2	3	5	4.4
54	5	-1	22&-13	-6	-0.7&-0.1

Another view of some results above.
15) COc1ccc(C2=NN(C(=O)c3ccccc3C(=O)O)C(c3ccccc3O)C2)cc1 (stereo unspecified)
16) O=C1Cc2ccccc2C(=O)N1c1ccccc1
17) Cc1ccc2[nH]c(=O)c(CN(CC3CCCO3)C(=O)c3cccs3)cc2c1 (stereo unspecified)
18) CC(c1ccccc1)N1C(=O)c2ccc(C(=O)Nc3ccc(Br)cc3C(=O)O)cc2C1=O (stereo unspecified)
screen / no.,15,16,17,18
HTR5A inv ctr,-37,-4,1,13
phage Ecoli inh,-2.7,-0.1,0.9,-1.3
Ecoli viability,-8.5,0.6,-2.7,-1.0
OPRM1-OPRD1 ag,0.0,-0.3,1.2,-2.4
Tat transport,6,-15,-1,3
OPRM1-OPRD1 inv,0,1,-9,8
PfHsp90 yeast 2,-10,4,-10,-2
PKA-R1A activ,-12,0,-12,-1
Mot1-301 SUMO,-1,-11,377,236
PKA-R2B act,6,0,-9,-9
AddAB inh,-1.9,2.6,1.2,3.7

High-throughput results as filed in PubChem.
